p53 reactivation – restores transcriptional activity of mutant p53; actives 0.063% (n = 320,000); Potency, µM (doses to about 92.2 µM), for inactives: at the highest dose activity change, positive = activation, hits mostly activators; AID 504706; H1299 p53-A138V BP100-luciferase reporter, luminescence, 24 h; note: potency is the fitted concentration of half-maximal effect; % of control where 0% means no effect; nearly all actives have a fitted effect of over 45% in size
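H1299 (p53-null), stable ts p53-A138V + BP100-Luc; 1000 cells/well, Opti-MEM/10% FBS; cpd 4 pt, 1:5; 24 h, 37 deg C, 5% CO2; detection reagent 10 min RT; luminescence.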
TCR activator – activators of T cell receptors; Potency, µM (series often up to 9.22 µM), for inactives: top-dose activation of IL-2 secretion, actives largely listed as activators; 330,000 tested, under 10 active; primary human leukocytes, anti-CD3, IL-2 HTRF, 48 h; note: % of control where 0% means no effect
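IL-2 produced over 48 hr by a-CD3 bead-stimulated primary human leukocytes exposed to compounds was detected with a homogeneous time-resolved FRET immunoassay, 665nm acceptor signal after 320nm excitation.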
CXXC DNA block – blocks binding of human MLL CXXC domain to DNA; Q03164; MLL-CXXC / FITC-HOXA9 DNA fluorescence polarization; Potency, µM (series often up to 115 µM), for the others: at the highest dose activity change, negative = inhibition, hits mostly inhibitors; actives 0.037% (n = 290,000); active = well fitted inhibition curve with a large enough effect in the polarisation, with a control signal flat, not every such curve was filed as active; inconclusive = small, poorly fitted or top-dose-only effect, or effect the other way, or a change in a side signal; inactive = no such curve, though single readings can be large or run the other way; the % refers to the polarisation; note: potency is the fitted concentration of half-maximal effect
Target sequence (Q03164 whole entry, looked up, the tested form may be a part): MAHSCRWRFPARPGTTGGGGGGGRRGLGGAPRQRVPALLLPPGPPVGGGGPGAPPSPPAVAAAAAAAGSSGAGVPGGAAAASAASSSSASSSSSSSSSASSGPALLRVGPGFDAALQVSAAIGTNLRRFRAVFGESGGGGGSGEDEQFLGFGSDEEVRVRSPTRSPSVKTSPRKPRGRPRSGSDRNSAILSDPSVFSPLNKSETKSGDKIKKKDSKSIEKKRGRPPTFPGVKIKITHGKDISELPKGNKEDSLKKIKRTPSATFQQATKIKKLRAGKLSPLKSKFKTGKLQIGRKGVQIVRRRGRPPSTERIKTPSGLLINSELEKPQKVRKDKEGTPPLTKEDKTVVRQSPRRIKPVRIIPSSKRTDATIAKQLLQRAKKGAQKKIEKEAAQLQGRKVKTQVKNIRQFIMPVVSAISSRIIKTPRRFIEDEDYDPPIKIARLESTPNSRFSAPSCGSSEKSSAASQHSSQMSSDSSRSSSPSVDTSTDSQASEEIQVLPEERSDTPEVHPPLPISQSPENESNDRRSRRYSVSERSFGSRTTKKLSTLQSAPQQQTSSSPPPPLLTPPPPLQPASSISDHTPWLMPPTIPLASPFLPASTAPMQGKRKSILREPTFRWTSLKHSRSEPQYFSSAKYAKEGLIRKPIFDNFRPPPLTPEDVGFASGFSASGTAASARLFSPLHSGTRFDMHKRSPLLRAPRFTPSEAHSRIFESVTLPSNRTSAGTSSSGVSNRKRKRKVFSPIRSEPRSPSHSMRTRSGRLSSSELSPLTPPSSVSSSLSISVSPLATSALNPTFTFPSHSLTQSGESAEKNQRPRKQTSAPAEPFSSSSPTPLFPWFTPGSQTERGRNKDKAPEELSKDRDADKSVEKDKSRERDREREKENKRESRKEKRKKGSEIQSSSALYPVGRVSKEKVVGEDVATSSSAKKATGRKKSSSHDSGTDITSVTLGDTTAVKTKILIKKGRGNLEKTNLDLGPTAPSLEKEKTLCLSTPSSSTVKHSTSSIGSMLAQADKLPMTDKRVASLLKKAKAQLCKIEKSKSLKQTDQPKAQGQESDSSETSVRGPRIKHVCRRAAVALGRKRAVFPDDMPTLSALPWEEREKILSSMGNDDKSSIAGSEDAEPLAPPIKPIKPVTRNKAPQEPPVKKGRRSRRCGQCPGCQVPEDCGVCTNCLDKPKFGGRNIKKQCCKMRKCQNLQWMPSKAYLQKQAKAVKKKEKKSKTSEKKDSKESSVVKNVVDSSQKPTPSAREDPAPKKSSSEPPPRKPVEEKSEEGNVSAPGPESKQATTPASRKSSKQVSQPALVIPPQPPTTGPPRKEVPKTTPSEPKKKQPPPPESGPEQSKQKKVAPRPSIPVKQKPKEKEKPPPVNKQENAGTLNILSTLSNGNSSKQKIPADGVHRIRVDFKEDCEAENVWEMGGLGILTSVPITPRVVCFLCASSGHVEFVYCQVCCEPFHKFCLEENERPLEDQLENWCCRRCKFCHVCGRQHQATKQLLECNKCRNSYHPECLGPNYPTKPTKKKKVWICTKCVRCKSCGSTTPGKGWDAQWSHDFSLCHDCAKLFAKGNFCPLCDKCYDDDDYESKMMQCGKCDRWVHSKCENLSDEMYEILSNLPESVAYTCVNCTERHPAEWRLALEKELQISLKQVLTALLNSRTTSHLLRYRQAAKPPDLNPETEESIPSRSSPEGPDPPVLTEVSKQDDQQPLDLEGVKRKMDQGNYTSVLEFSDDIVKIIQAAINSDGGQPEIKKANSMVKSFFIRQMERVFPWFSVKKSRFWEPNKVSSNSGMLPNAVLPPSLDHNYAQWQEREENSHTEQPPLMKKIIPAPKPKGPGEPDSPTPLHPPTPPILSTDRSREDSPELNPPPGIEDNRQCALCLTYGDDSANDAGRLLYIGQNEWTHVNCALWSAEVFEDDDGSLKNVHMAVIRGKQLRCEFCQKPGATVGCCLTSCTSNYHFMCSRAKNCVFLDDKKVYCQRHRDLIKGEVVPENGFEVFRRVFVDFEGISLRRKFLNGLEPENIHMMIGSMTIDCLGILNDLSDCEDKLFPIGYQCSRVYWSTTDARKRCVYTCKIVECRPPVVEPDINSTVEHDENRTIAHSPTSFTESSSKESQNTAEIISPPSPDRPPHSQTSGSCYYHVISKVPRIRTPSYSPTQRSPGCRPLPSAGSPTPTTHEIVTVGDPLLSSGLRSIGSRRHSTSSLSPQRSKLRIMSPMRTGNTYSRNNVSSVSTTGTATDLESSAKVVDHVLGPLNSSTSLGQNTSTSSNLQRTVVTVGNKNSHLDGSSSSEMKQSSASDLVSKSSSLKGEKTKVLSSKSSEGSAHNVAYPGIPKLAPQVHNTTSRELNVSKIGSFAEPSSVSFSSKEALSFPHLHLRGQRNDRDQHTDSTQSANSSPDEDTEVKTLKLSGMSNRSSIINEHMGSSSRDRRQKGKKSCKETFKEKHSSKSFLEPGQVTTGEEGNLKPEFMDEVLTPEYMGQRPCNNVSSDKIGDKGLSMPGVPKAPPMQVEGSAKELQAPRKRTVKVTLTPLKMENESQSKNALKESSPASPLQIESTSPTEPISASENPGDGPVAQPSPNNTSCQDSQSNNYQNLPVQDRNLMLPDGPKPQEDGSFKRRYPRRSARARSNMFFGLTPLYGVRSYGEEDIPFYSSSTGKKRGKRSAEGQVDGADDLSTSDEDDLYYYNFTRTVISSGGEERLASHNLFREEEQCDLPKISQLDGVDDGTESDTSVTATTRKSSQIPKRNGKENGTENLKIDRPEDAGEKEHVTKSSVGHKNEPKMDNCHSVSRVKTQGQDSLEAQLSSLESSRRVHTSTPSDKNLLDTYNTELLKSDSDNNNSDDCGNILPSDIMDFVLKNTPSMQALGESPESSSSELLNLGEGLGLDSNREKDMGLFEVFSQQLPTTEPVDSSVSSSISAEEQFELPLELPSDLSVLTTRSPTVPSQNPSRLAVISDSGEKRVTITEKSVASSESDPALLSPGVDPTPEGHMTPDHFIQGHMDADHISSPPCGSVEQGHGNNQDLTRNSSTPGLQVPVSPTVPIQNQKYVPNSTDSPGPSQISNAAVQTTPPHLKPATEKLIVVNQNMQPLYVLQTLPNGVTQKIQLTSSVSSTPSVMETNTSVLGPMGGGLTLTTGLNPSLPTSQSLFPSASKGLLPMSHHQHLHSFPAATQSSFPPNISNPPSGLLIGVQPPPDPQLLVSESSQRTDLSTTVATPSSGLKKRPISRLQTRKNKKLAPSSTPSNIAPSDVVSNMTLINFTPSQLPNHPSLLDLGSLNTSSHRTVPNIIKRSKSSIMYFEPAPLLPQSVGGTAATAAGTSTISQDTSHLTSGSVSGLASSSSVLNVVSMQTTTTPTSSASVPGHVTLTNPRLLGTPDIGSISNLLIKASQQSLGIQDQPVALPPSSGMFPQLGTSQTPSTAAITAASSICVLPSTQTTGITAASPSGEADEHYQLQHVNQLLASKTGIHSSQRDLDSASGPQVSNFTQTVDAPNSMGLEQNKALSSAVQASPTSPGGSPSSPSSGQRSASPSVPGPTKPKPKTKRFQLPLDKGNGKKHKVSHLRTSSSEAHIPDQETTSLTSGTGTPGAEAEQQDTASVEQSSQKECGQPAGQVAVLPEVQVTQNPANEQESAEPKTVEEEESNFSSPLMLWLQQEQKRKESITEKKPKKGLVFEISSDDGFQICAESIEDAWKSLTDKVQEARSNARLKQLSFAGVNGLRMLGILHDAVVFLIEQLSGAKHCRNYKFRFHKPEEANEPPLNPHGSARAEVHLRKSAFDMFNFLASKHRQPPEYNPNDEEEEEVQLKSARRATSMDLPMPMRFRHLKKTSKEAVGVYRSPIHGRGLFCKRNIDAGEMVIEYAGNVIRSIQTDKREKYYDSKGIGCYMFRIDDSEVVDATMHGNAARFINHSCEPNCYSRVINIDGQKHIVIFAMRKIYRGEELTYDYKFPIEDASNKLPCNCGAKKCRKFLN
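Purified MLL-CXXC (added from a 7 uM solution) was preincubated 5 min at ambient with pinned compounds in 50 mM Tris-HCl pH 7.5, 50 mM NaCl, 1 mM DTT, 0.05% BSA. Fluorescein-labeled HOX-A9 DNA (50 nM solution) followed, 30 min, then polarization read.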
B2AR arrestin – beta2AR (human) beta-arrestin recruitment activity; P07550; beta-arrestin recruitment to beta2AR, cell-based reporter; Potency, µM (titrated, usually from 46.1 µM), inactives show at the top dose activation, usual class: activators; actives 0.02% (n = 330,000); AID 492947;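 note: potency is the fitted concentration of half-maximal effect; 0% = DMSO controls and full agonism = EC100 isoproterenol or metaproterenol; nearly all actives have a fitted effect of over 65% in size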
PTAP TSG101 blk – blocks PTAP/TSG101 interaction to inhibit HIV-1 budding | Q99816 | Fluorescence polarization, FITC-PTAP peptide / Tsg101 binding | Potency, µM (doses to about 115 µM), for the others: top-dose activity change, negative = inhibition, most hits filed as inhibitors | 340,000 tested, under 10 active; active = well fitted inhibition curve with a large enough effect in the main read-out, with a control signal flat, not every such curve was filed as active; inconclusive = small, poorly fitted or top-dose-only effect, or effect the other way, or a change in a side signal; inactive = no such curve, though single readings can be large or run the other way; note: potency is the fitted concentration of half-maximal effect; % of control where 0% means no effect
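Fluorescence polarization binding of Tsg101 binding domain (10 uM final) to FITC-labeled PTAP peptide (50 nM final) in HEPES pH 7.5 buffer with NaCl, Tween 20, EDTA, TCEP. Compounds added before peptide; binding 20 min at RT.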
AT treatment – candidate therapy for ataxia-telangiectasia; […] A-T fibroblasts, KAP-1 phosphorylation AlphaLISA; neocarzinostatin DNA damage 30 min before lysis; Potency, µM (titrated, usually from 57.5 µM), without a hit: at the highest dose activation, actives largely listed as activators; actives 0.19% (n = 320,000); AID 485349; note: potency is the fitted concentration of half-maximal effect; % of control where 0% means no effect; nearly all actives have a fitted effect of over 45% in size
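hTERT-immortalized A-T patient fibroblasts ([…]), 500 cells/well in OPTI-MEM, 1% FBS, got compounds for 60 min, then NCS for 30 min at 37C. Lysates were then assayed for phospho-KAP-1 by AlphaLISA (anti-pKAP1 donor, anti-KAP1 acceptor beads), 6 hr at 25C.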
ELG1 DNA repair – blocks ELG1-dependent DNA repair in HEK293T cells | HEK293T ELG1-luciferase reporter, luminescence, 16 h; DNA damage induced by 5-fluorouridine | AID 504467 | actives 2.3% (n = 330,000) | Potency, µM (highest dose often 46.1 µM), inactives show top-dose activity change, negative = inhibition, usual class: inhibitors; note: potency is the fitted concentration of half-maximal effect; % is set by controls: 0 for no effect and ±100 for the full control effect; nearly all actives have a fitted effect of over 55% in size
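DMSO vehicle served as the neutral condition. Each well held 2,000 cells given 5-fluorouridine plus compound; after 16 hr at 37 °C/5% CO2, ONE-Glo was added and luciferase measured 30 min later.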
BRCA1 expr act – BRCA1 expression activation | MCF7-BRCA1-FFLuc reporter, luminescence, 48 h; response scale: scaled: vehicle 0%, 10 µM genistein 100% | Potency, µM (series often up to 46.1 µM), for the others: at the top dose activation, most hits filed as activators | actives 1.1% (n = 380,000); note: potency is the fitted concentration of half-maximal effect; nearly all actives have a fitted effect of over 80% in size; some results filed as inactive show a strong effect at the top dose
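Activators of BRCA1 expression were detected as increased firefly luciferase luminescence in engineered MCF7 cells after 48 h compound incubation. Signals were scaled to genistein 10 microM as full activation.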
TRPV1 ag – human TRPV1 agonism. actives 0.19% (n = 320,000). AID 540275. activation, % at 8.33 µM. TRPV1-expressing cells, Fluo-8 calcium influx, agonist mode. Q8NER1; in the data active = activation above about 80%; inconclusive = between about 30% and that limit; note: 0% is about no effect
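Fluo-8 calcium influx in TRPV1-expressing cells, kinetic read (ex 480/em 520 nm). Compound added and read 3 min for agonist activity, followed by capsaicin at EC20 final and 2 min further read for enhancement.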
Integrin act MD – integrin-mediated muscular dystrophy alleviation activation | AID 624291 | actives 0.064% (n = 350,000) | Potency, µM (doses to about 38.3 µM), inactives show at the highest dose activation, usual class: activators | alpha7betagal myoblasts, beta-gal FDG fluorescence, 48 h;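 note: potency is the fitted concentration of half-maximal effect; 100% = response of the positive control SU9516; nearly all actives have a fitted effect of over 60% in size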
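alpha7betagal+/- myoblasts (passage 13, 250/well) treated 48 h at 37C with compounds at 1:260 dilution of DMSO stock. Lysed, then beta-galactosidase activity read as FDG fluorescence (ex 480/em 540) after 30 min, with pre-read for autofluorescence.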
The depositor's hits bear a star; u = inconclusive; x = no result given; [ ] = another dose, or the depositor's remark. Unless noted, calls come from the whole dose curve; as a rule, active = well fitted curve in the direction sought with a large enough effect; inconclusive = small, poorly fitted or top-dose-only effect, or another doubt; inactive = no such curve, though single readings can be large; an effect the other way counts as inactive or inconclusive.

SMILES | p53 reactivation | TCR activator | CXXC DNA block | B2AR arrestin | PTAP TSG101 blk | AT treatment | ELG1 DNA repair | BRCA1 expr act | TRPV1 ag | Integrin act MD
O=C1C2(CCCC13COC(c1ccc(O)cc1)OC3)COC(c1ccc(O)cc1)OC2 (stereo not given) | -2% | -7% | 2% | -0.8% | 0% | 8% | -10% | -12% | 4 | -14%
COc1ccc(C(=O)N/N=C/c2ccc(OC)c(CSc3ccccn3)c2)cc1 | -6% | 4%[46.1 µM] | 15% | -0.1% | -3% | 0% | u | 3% | 0 | -29%
Cc1ccc(S(=O)(=O)CCC(=O)OC(C)C(=O)N2CCc3ccccc32)cc1 (stereo not given) | 1% | 2% | x | 0.0% | -6% | -2% | 4% | -10% | 0 | -24%
COCCCNC(=O)CSc1nc2cc3c(cc2c(=O)n1CCCC(=O)NCc1ccc(OC)cc1)OCO3 | -1% | 1% | -4% | -0.1% | -6% | -4% | -6% | -16% | 0 | -3%
CCOC(=O)c1ccsc1NC(=O)c1ccco1 | -6% | -3% | 0% | 0.3% | 0% | 8% | 0% | -1% | 26 | -18%
COc1ccc(C(=O)NCC(=O)NCC(=O)OCC(=O)C(C)(C)C)cc1 | -3% | -4%[46.1 µM] | 9% | -0.1% | 0% | -4% | 3% | -2% | -6 | -7%
N#CCCN1CCN(CCC#N)C1=S | x | 1% | x | x | 0% | x | x | 2% | x | 4%
O=C(CCN1C(=O)c2ccccc2C1=O)Nc1cccc(F)c1 | 1% | -4% | -13% | -0.1% | -6% | 2% | 2% | 13% | 9 | 8%
Cc1cccc2sc(NC(=O)C3CC3)nc12 | 9% | x | -16% | -0.6% | -1% | 0% | 14% | 45% | 2 | -1%
COc1ccc(C(=O)Nc2ccccc2C(=O)Nc2ccncc2)cc1 | -5% | -2% | -16% | 0.3% | -4% | 6% | u | 72% | u | -6%
O=C(NCC1CCCO1)C1CCCN1C(=O)NC1CCCCC1 (stereo not given) | 2% | 0% | -1% | 0.0% | -4% | 10% | 11% | -15% | 0 | 12%
CCCCCC(=O)N1CCCC1 | 0% | 0% | 17% | 0.8% | 1% | 4% | 0% | 0% | 4 | 16%
COc1ccc(N(C(=O)C(C)C)S(=O)(=O)c2ccc(Cl)cc2)cc1 | -8% | -6% | -14% | 0.1% | -2% | x | -27% | 4% | 4 | 2%[7.66 µM]
Cc1ccc(/C=N/NC(=O)c2ccc(NC(=O)c3ccccc3Cl)cc2)o1 | -2% | -4% | 32%[activator] | -1.2% | -3% | 5% | -2% | 12% | 18 | -22%
COc1ccc(Cl)cc1NC(=O)NCc1cccnc1 | -2% | 6% | -6% | 0.0% | -2% | -1% | 10% | 12% | 2 | 21%
CN(C)S(=O)(=O)c1ccc(SCC(=O)Nc2cccc(S(=O)(=O)N3CCCC3)c2)nc1 | x | -15% | x | x | -1% | x | x | -8% | x | u
C/C(=N\OCC(=O)OCC(=O)NCc1ccccc1)c1ccc2c(c1)OCO2 | -2% | -3% | x | 0.2% | -2% | 4% | 7% | 0% | 25 | u
O=C1CNC(=O)/C(=C\c2ccccc2)N1 | -1% | -6% | -5% | -1.2% | -2% | 0% | 6% | 4% | -1 | -39%
O=C(NC1CC2CCCC(C1)N2Cc1ccccc1)c1ccc([N+](=O)[O-])cc1 (stereo not given) | x | 11% | 8% | -2.0% | -6% | 2% | -1% | -18% | -3 | u
CC(=O)c1cccc(NC(=S)NC(=O)c2ccc(C)cc2)c1 | u | 0% | 2% | 0.0% | -1% | 5% | u | 7.9µM* | 5 | 6%
COc1ccc(S(=O)(=O)N2CCN(C(=O)c3cnc(C)cn3)CC2)cc1 | 6% | 1% | 6% | 0.3% | -3% | x | -17% | -5% | 1 | 13%
COc1ccc(/C=N/NC(=O)c2nc(-c3ccccc3)cc(-c3ccccc3)n2)cc1 | -11% | 3% | -16% | -0.2% | -2% | -3% | 6.5µM* | 11% | 6 | 15%
O=C(COC(=O)C1CC2C=CC1C2)NCc1ccc(F)cc1 (stereo not given) | 2% | -9%[46.1 µM] | -2% | -0.9% | -2% | 7% | 11% | -6% | 23 | -11%
CC(=O)c1ccc(N2CCN(S(=O)(=O)c3cc(-c4cc(C)no4)ccc3C(C)C)CC2)cc1 | -2% | 2% | 4% | 0.4% | -4% | 2% | u | -34% | 0 | -10%
COC(=O)C1=C(C(=O)OC)SC2(S1)C(C(=O)OC)=C(C(=O)OC)SC1=C2c2cc(C)cc(C)c2NC1(C)C | x | 3% | -5% | x | -6% | x | x | -35% | 5 | -21%

Some values from the entries so far.
Under CXXC DNA block, CCCCCC(=O)N1CCCC1 has 17%
Under BRCA1 expr act, N#CCCN1CCN(CCC#N)C1=S has 2%

The list goes on:
SMILES | p53 reactivation | TCR activator | CXXC DNA block | B2AR arrestin | PTAP TSG101 blk | AT treatment | ELG1 DNA repair | BRCA1 expr act | TRPV1 ag | Integrin act MD
CC(/C=N/NC(=O)CSc1nc2ccccc2n1C)=C\c1ccco1 | 1% | -1%[46.1 µM] | 2% | 2.9% | -5% | -14% | -18% | -44% | -2 | -20%
CC1(C)CNC(=O)C=C(c2ccccc2)C1 | -2% | x | -5% | -0.1% | 1% | -2% | 3% | 3% | 1 | u
Cc1coc2cc3oc(=O)c(CCC(=O)NCc4ccccn4)c(C)c3cc12 | x | 6% | -5% | 0.0% | -4% | 2% | u | -2% | 18 | 3%
COc1ccc(NC(=O)CSc2ccccc2)c(OC)c1 | u | 5%[46.1 µM] | 1% | -0.6% | -3% | x | u | u | 3 | 8%
CCCNC(=O)CSc1nnc(-c2ccco2)n1C | 1% | -1% | -1% | 0.1% | -1% | 17% | -2% | 5% | 1 | 0%
Cc1ccc(SCC(=O)NCc2ccccc2)cc1 | u | 1% | 9% | -0.7% | -1% | 2% | 21% | 27% | u | 8%
O=C(Nc1ccccc1N1CCOCC1)C1CCCCN1S(=O)(=O)c1ccccc1 (stereo not given) | 2% | x | -7% | -0.1% | -5% | 5% | -6% | -37% | u | 11%
COc1ccc(C(=O)Nc2ccc(Cl)c(S(=O)(=O)N3CCOCC3)c2)cc1 | 19% | -2%[46.1 µM] | x | -0.6% | 0% | 3% | 9.2µM* | -25% | x | -60%[inhibitor]
O=C1C=C(c2cccc3c2Oc2ccccc2S3)C[C@@H](c2ccc(Cl)cc2)C1 | 7% | -6% | x | 0.0% | 1% | 23% | 21µM* | -61% | u | -1%
C[C@]12C(=O)N(c3cccc(F)c3)C(=O)N1[C@H]1c3ccccc3OC[C@@H]1[C@H]2c1ccccc1 | 7% | 5% | x | 0.2% | -4% | 4% | 11% | -22% | x | 0%
C=CCNC(=S)NNC(=O)C(CCCC)CC(O)COCC(C)C (stereo not given) | 2% | -1% | -2% | -0.6% | -2% | -7% | u | 2% | 3 | 0%
COc1ccc(C2=NN(C(=O)CSc3ncccn3)C(c3ccc(OC)cc3)C2)cc1 (stereo not given) | -8% | 12%[46.1 µM] | 17% | 0.1% | -2% | 0% | -19% | -15% | 6 | -19%
O=C(COC(=O)CCN1C(=O)c2cccc([N+](=O)[O-])c2C1=O)NCc1ccccc1 | -2% | 0% | 3% | -0.1% | -2% | -8% | 2% | -14% | -3 | -21%
C/C(=N\NS(=O)(=O)c1ccc(C)cc1)c1cccs1 | 1% | x | -4% | 0.2% | -9% | x | 9% | -2% | 0 | 11%
COc1cccc(C(=O)C2CCCN(C(=O)c3ccccc3Cl)C2)c1 (stereo not given) | 3% | -7% | 1% | -0.1% | -1% | 3% | -3% | -1% | 8 | 0%
COC(=O)c1c(NC(=O)CN2CCN(Cc3ccc4c(c3)OCO4)CC2)sc(C)c1C | -9% | -1% | 9% | -2.7% | 1% | -7% | 8.2µM* | 5%[1.84 µM] | 4 | -56%[inhibitor]
COc1ccccc1/C=C/C=N/NC(=O)c1cc(-c2ccco2)[nH]n1 | 0% | -1% | 0% | 0.3% | -2% | 0% | -26% | -40% | -2 | -13%
COc1ccc(S(=O)(=O)N(CCc2ccccc2)CC(=O)NCCCO)cc1 | -2% | 2% | 1% | -0.4% | -4% | -4% | 0% | 8% | 0 | 35%
COc1ccc(C(=O)N/N=C(\C)c2cccc(NC(=O)c3ccc(F)cc3)c2)c(OC)c1 | 9% | -1% | 2% | -0.7% | -1% | 11% | u | 4% | 1 | 0%
COc1ccccc1CNC(=O)CSc1n[nH]c(N)n1 | -2% | -4% | -1% | 0.4% | 1% | -4% | 8% | -12% | -1 | -22%
O=C(NC1CCN(c2ncccn2)CC1)c1c(F)cccc1F | x | -1% | 8% | 0.0% | 0% | x | -23% | 0% | -6 | 3%
CC(C)COCC1CC2(CC(C)C(=O)CC2=O)C(=O)O1 (stereo not given) | -7% | -118% | 2% | -0.1% | -1% | 7% | 3% | -2% | 1 | 2%
CC(COc1ccc(C(C)C)cc1)NC(=O)c1ccc(Br)o1 (stereo not given) | -35%[inhibitor] | x | 6% | -0.8% | x | -8% | -3% | x | u | x
